Compound activity (PubChem BioAssay)
BH1578 lux ind – induces V. cholerae light production without autoinducers; V. cholerae BH1578 lux reporter, luminescence, 6 h; activation, % at 18.7 µM; hit rate 0.16% among 350,000; AID 588436; in the data active = activation mostly above about 9.7%, no sharp cut-off; also: not every result past the cut was called active; inactives centre near 0; reference of the scale not given here
3CLpro inhibitor – SARS-CoV 3CLpro protease inhibition; recombinant SARS-CoV 3CLpro, quenched FRET peptide cleavage; P0C6X7; inhibition, % at 6 µM; hit rate 0.14% among 290,000; in the data active = inhibition above about 12%
PriA SSB inh – blocks PriA binding to SSB C-terminal tail | AlphaScreen SSBct-PriA binding, biotinylated peptide | inhibition, % at 33 µM | hit rate 0.6% among 430,000; in the data active = inhibition mostly above about 37%, no sharp cut-off; inactive = mostly below about 20%;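 also: plate controls were negative control peptide for no effect and reference peptide for full effect; strong numbers were not always called active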
PrPC TRFRET – cell surface PrPC inhibition, primary TR-FRET screen | P04156 | TR-FRET read-out | inhibition, % at 13.8 µM | hit rate 0.43% among 370,000; in the data active = inhibition above about 24%; also: 0% = median of the test wells and 100% = reference compound wells
CCHF vOTU inh – CCHFV vOTU protease inhibition; Pep-AMC fluorescence; inhibition, % at 11.5 µM; hit rate 0.55% among 370,000; AID 651958; in the data active = inhibition above about 30%; also: 0% = vehicle wells with enzyme and 100% = no enzyme wells
Rv3671c protease – inhibits the M. tuberculosis serine protease Rv3671c | P9WHR9 | hit rate 0.048% among 320,000 | inhibition, % at 5.96 µM; in the data active = inhibition above about 38%;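 also: extracellular domain of Rv3671c used as enzyme; 0% = enzyme with DMSO and 100% = no enzyme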
Target sequence (P9WHR9 whole entry, looked up, the tested form may be a part): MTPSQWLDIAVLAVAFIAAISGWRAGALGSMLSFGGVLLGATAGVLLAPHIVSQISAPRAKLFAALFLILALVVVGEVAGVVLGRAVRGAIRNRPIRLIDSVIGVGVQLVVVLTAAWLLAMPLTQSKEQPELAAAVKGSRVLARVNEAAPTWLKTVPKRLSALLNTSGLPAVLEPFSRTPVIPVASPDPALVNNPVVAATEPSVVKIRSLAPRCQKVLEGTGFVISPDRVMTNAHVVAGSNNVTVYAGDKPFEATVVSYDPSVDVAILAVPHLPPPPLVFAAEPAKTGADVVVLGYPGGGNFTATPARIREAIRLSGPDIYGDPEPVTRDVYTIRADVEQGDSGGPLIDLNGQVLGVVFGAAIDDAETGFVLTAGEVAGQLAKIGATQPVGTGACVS
DUSP3 inh – inhibitors of human VHR1 phosphatase (DUSP3) | recombinant VHR phosphatase, pNPP absorbance | inhibition, % at 13.3 µM | hit rate 0.52% among 290,000 | AID 1654 | P51452; in the data active = inhibition above about 50%; also: some compounds called inactive have numbers as strong as hits
Target sequence (P51452 whole entry, looked up): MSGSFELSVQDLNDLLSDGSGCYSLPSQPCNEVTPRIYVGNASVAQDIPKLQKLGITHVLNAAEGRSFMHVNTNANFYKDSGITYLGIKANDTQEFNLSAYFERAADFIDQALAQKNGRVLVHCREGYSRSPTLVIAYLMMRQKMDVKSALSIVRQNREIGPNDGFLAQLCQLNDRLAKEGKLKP
Yp Topo-I inh – blocks Yersinia pestis topoisomerase I activity; Y. pestis Topo-I cleavage product accumulation, plate reader; AID 504884; activity, % at 10 µM; hit rate 0.064% among 360,000; in the data active = activity above about 50%, passing the limit was not always enough; also: inactives centre near 2
MazF activator – activators of E. coli MazEF toxin-antitoxin RNase | P0AE70 | FAM/BHQ RNA-DNA oligo cleavage fluorescence, 5 h | activation, % at 20 µM | hit rate 0.32% among 350,000; in the data active = activation above about 50%
Target sequence (P0AE70 whole entry, looked up): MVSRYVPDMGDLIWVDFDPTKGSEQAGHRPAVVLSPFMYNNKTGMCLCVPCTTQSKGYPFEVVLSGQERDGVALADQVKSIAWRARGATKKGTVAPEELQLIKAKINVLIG
TcdB inh – TcdB glycohydrolase inhibition; P18177; TcdB glycohydrolase enzymatic assay, plate reader; hit rate 0.24% among 350,000; inhibition, % at 9.99 µM; in the data active = inhibition above about 10%
* = called active by the depositor; i = inactive; / = no result given.

SMILES	BH1578 lux ind	3CLpro inhibitor	PriA SSB inh	PrPC TRFRET	CCHF vOTU inh	Rv3671c protease	DUSP3 inh	Yp Topo-I inh	MazF activator	TcdB inh
Cc1ccc(S(=O)(=O)N2CCC(C(=O)OC(C)C(=O)NCc3ccc4c(c3)OCO4)CC2)cc1 (stereo unspecified)	i	-2.6	-7.7	4.4	-4.5	1.3	17.3	-4.1	-12.2	/
CCCCc1cc(=O)oc2c3c(cc(OCC(=O)NCCCO)c12)OC(C)(C)CC3	i	-2.8	8.2	2.0	-228.2	-8.3	8.8	-2.0	9.8	0.3
CSCCC(NS(=O)(=O)c1ccc2ccccc2c1)C(=O)OCC(=O)c1ccc(C(C)C)cc1 (stereo unspecified)	-0.3	-6.0	-6.9	9.1	-6.0	-23.4	7.4	0.9	-6.5	/
CCSc1nnc(NC(=O)COc2ccc3ccccc3c2)s1	i	5.6	-1.7	3.2	12.5	-1.5	9.1	-1.6	1.8	/
C=CCN(C(=O)CNC(=O)c1cccs1)C(C(=O)NC1CCCCC1)c1cccnc1 (stereo unspecified)	0.4	5.9	-12.5	6.0	10.8	-4.8	29.6	-0.3	2.3	0.4
COc1ccccc1[C@@H]1C(c2ccccc2)=NN(c2ccc(Br)cc2)[C@H]1C(=O)N1CCOC1=O	i	/	-10.0	5.3	-29.3	/	/	-17.5	-12.4	1.1
COc1ccc(CCN2CC(C(=O)Nc3ccccc3F)CC2=O)cc1OC (stereo unspecified)	-1.4	/	-3.1	-4.5	-7.3	-8.7	/	0.0	9.5	0.5
Cn1c(-c2ccc(Cl)cc2)cnc1N	-0.3	5.4	54.1*	-1.4	-7.8	0.8	23.8	4.4	8.9	/
CC(=O)[C@@H]1[C@@H](C)N(Cc2ccccc2)C(=O)N[C@H]1c1ccccc1	i	/	-12.6	2.7	-2.7	-4.1	/	-2.6	5.3	0.1
COc1ccc(-n2c(SCC(=O)Nc3ccccc3OC)nc(O)cc2=O)cc1	-0.7	-0.6	-8.7	-2.8	-12.8	-13.2	-1.3	-1.7	-2.9	-0.3
Cc1ccc(NC(=O)C2(C)CCN2C(=O)Cc2ccccc2Cl)cc1C (stereo unspecified)	0.6	/	/	6.8	5.0	/	/	11.5	/	0.0
O=C(CSc1nnc2c(Cl)cc(Cl)cn12)N1CCN(S(=O)(=O)c2ccccc2)CC1	2.1	1.2	-2.4	-13.9	-3.9	3.0	24.9	-5.0	4.4	/
Cn1c2c(c(=O)n(C)c1=O)C1c3cc(Cl)ccc3OCC1CO2 (stereo unspecified)	-0.7	3.9	-0.8	-2.7	-12.7	7.7	24.3	6.6	4.6	/
COc1ccc(-n2c(-c3ccccc3)nnc2-c2ccc(Cl)cc2)cc1	-1.0	-1.4	-16.8	3.3	-3.0	-0.7	10.3	6.7	-1.9	/
CCn1c(SCC(=O)N/N=C/c2ccccc2OCC(=O)O)nnc1-c1ccc(C(C)(C)C)cc1	i	3.8	i	6.9	12.2	0.4	-4.3	19.1	-1.3	3.9
Cc1ccc(-n2[nH]c(C)c(/C=N/n3c(C)nc4ccccc4c3=O)c2=O)cc1	-0.5	4.8	/	2.8	-2.1	-8.9	32.2	-1.6	-11.5	-0.1
CCCn1c(N)c(Br)c(=O)[nH]c1=O	i	2.6	-6.3	-1.0	-2.9	-2.7	21.2	5.3	1.4	-0.3
OC(c1ccccc1)c1ncc(-c2cccc(C(F)(F)F)c2)[nH]1 (stereo unspecified)	-0.4	/	/	0.0	11.1	/	/	0.8	/	0.1
O=C(CCc1nc2ccccc2c(=O)[nH]1)N1CCN(c2ccccc2Cl)CC1	i	/	5.6	-0.9	11.4	6.0	/	38.2	1.8	1.6
COc1cccc(NC(=O)C(NCCc2ccc(S(N)(=O)=O)cc2)c2ccccc2)c1 (stereo unspecified)	-0.3	-1.9	3.7	9.8	-4.4	-7.5	-17.2	3.5	8.8	1.1
CCNC(=O)CC1C(=O)N(c2ccc(F)cc2)C(=O)N1CCC(C)C (stereo unspecified)	i	4.3	-17.3	6.0	17.1	-2.3	20.7	-4.5	-4.5	/
CCNC(=O)C1CCCN1S(=O)(=O)c1ccc2ccccc2c1 (stereo unspecified)	0.1	-3.1	-1.6	-7.7	20.4	-5.6	5.5	-4.7	-5.0	0.8
Cc1ccc(S(=O)(=O)N(C)c2ccc(OCC(=O)Nc3nc4c(ccc5ccccc54)s3)cc2)cc1	3.7	-3.4	-7.5	7.0	17.5	-12.7	-0.5	0.5	-17.6	/
CC(C)CNC(=O)C1C2C=CC(C2)C1C(=O)O (stereo unspecified)	i	4.7	-1.5	-6.9	-1.0	-22.8	11.9	0.5	7.4	/
CN(C)CCCNC(=O)C1CCNCC1	-3.8	-3.3	-13.0	-3.4	3.3	-6.0	8.2	-1.7	7.0	/
CN(C)S(=O)(=O)c1cccc(NC(=O)c2ccncc2)c1	i	-1.1	-0.6	6.2	14.2	-6.2	-3.6	-2.0	4.6	-7.6
Cc1onc(-c2c(F)cccc2Cl)c1C(=O)N1C=CC(C(F)(F)Cl)=NCC1	-0.3	1.9	6.9	-1.1	16.6	-1.0	8.8	-3.8	6.3	/
CC1CN(C2CCN(S(=O)(=O)c3ccc4ccccc4c3)CC2)CC(C)O1 (stereo unspecified)	i	-0.5	-2.5	-1.4	-0.9	-3.6	-11.6	17.9	6.0	/
COc1ccc(C2(CNC(=O)c3ccccc3)CCCC2)cc1OC	i	-1.9	-1.9	-1.8	-4.9	-3.8	20.4	2.3	-5.5	0.8
C[C@]12CC[C@@H]3c4cc(O)c(O)cc4CC[C@H]3[C@@H]1CC[C@@H]2O	0.3	4.0	2.3	-9.2	2.4	-2.1	7.4	0.7	3.2	-30.5
CCOC(=O)[C@@H]1[C@H]2COc3cc(OC)ccc3[C@@H]2N2C(=O)N(c3ccc(OC)cc3)C(=O)[C@@]12C	-0.2	/	-5.0	-3.2	-4.8	2.9	/	-0.9	6.3	1.2
O=S(=O)(Nc1ccccc1Br)c1cccc2cccnc12	-0.4	/	/	-7.4	8.0	/	/	-0.1	-7.4	0.7
CC(=O)NC1(c2nnnn2CCOC(=O)Nc2ccc(Cl)cc2)CCCCC1	-2.2	7.4	-5.1	-3.1	-4.5	5.1	14.1	-2.7	1.9	/
COc1cccc(C2C3=C(N=C4SCC(=O)N42)c2ccccc2CC3)c1OC (stereo unspecified)	-0.2	3.9	6.4	-4.9	-1.5	1.1	-14.9	-3.4	-2.8	/
O=[N+]([O-])c1ccc(N=Nc2ncc[nH]2)cc1	i	-2.0	-6.3	3.7	14.1	/	8.8	-3.2	4.5	0.0
Cc1cc(NCCCn2ccnc2)n2c(nc3ccccc32)c1C#N	-0.3	-6.3	-10.3	-1.3	-63.3	-1.7	9.4	-5.4	-3.5	/
CC(=O)Nc1ccccc1C(=O)C(=O)Nc1ccc(C)c(C)c1	-0.5	-5.8	0.5	-0.7	15.7	-7.1	-5.7	-4.2	-5.0	0.0
COc1ccc(N2C(=O)C3CCCN3C2c2ccccc2OC)cc1 (stereo unspecified)	-0.1	3.6	0.7	-1.8	8.0	4.9	-0.2	0.8	-3.6	1.2
COc1cccc(OC)c1C(=O)N[C@@H]1C(=O)N2[C@@H]1SC(C)(C)[C@@H]2C(=O)O	i	/	6.1	-1.3	-9.4	/	/	-4.4	3.5	-1.7
CCC(=O)N1N=C(c2ccc(C)cc2)CC1c1ccco1 (stereo unspecified)	i	-1.6	0.1	1.0	1.0	7.4	8.7	15.8	-4.0	1.5

Random excerpt: 7 entries already listed, in no set order.
SMILES	BH1578 lux ind	3CLpro inhibitor	PriA SSB inh	PrPC TRFRET	CCHF vOTU inh	Rv3671c protease	DUSP3 inh	Yp Topo-I inh	MazF activator	TcdB inh
CC(=O)[C@@H]1[C@@H](C)N(Cc2ccccc2)C(=O)N[C@H]1c1ccccc1	i	/	-12.6	2.7	-2.7	-4.1	/	-2.6	5.3	0.1
COc1cccc(NC(=O)C(NCCc2ccc(S(N)(=O)=O)cc2)c2ccccc2)c1 (stereo unspecified)	-0.3	-1.9	3.7	9.8	-4.4	-7.5	-17.2	3.5	8.8	1.1
C=CCN(C(=O)CNC(=O)c1cccs1)C(C(=O)NC1CCCCC1)c1cccnc1 (stereo unspecified)	0.4	5.9	-12.5	6.0	10.8	-4.8	29.6	-0.3	2.3	0.4
COc1ccc(-n2c(SCC(=O)Nc3ccccc3OC)nc(O)cc2=O)cc1	-0.7	-0.6	-8.7	-2.8	-12.8	-13.2	-1.3	-1.7	-2.9	-0.3
COc1cccc(C2C3=C(N=C4SCC(=O)N42)c2ccccc2CC3)c1OC (stereo unspecified)	-0.2	3.9	6.4	-4.9	-1.5	1.1	-14.9	-3.4	-2.8	/
Cc1ccc(NC(=O)C2(C)CCN2C(=O)Cc2ccccc2Cl)cc1C (stereo unspecified)	0.6	/	/	6.8	5.0	/	/	11.5	/	0.0
CN(C)CCCNC(=O)C1CCNCC1	-3.8	-3.3	-13.0	-3.4	3.3	-6.0	8.2	-1.7	7.0	/

(list continues)
SMILES	BH1578 lux ind	3CLpro inhibitor	PriA SSB inh	PrPC TRFRET	CCHF vOTU inh	Rv3671c protease	DUSP3 inh	Yp Topo-I inh	MazF activator	TcdB inh
COc1ccc(OC)c(NC(=O)CC2SC(=NCc3ccccc3)NC2=O)c1 (stereo unspecified)	i	4.1	-3.3	-3.8	-17.8	4.2	14.7	2.3	7.7	-1.2
COCC(C)NC(=O)C1CC(=O)N(CCc2ccc(F)cc2)C1 (stereo unspecified)	-0.9	/	/	-4.1	9.4	/	/	-4.8	-4.5	0.0
CCOc1ccc(N2C(=O)CC(Sc3nc(-c4cccs4)cc(C(F)(F)F)c3C#N)C2=O)cc1 (stereo unspecified)	-0.5	5.6	-5.4	24.8*	7.1	-0.9	41.1	7.4	-18.3	/
CC1CCN(c2nc3ccc(C(=O)NCCCN4CCCCC4)cc3s2)CC1	-0.3	-5.1	-12.1	-13.9	-1.5	-10.3	36.9	4.7	5.9	-0.1
COC(=O)C1=C(c2ccccc2)C[C@@H]2CC[C@H]1N2C(=O)NCCS(C)=O (stereo partly specified)	i	/	-8.1	0.9	2.8	2.4	/	-3.9	6.8	-0.6
Cc1ccc([C@@H]2[C@@H]3C(=O)N(C)C(=O)[C@@H]3[C@]3(C)C(=O)N(Cc4ccccc4)CC(=O)N23)o1	i	-3.1	-0.4	1.5	1.3	-8.7	36.0	-7.2	-18.5	0.0
CCN1CCN(c2cc(C)c3cc(NC(=O)c4ccc(OC)c(OC)c4)ccc3n2)CC1	-0.3	-9.2	-6.8	1.8	2.0	2.5	21.1	-11.3	4.3	1.3
O=C(c1ccc(Cl)cc1)N1CCc2c([nH]c3ccccc23)C1C(F)(F)F (stereo unspecified)	-0.5	0.2	7.5	7.6	12.2	-7.5	13.3	1.1	0.2	0.6
CC(C(=O)Nc1ccccn1)N1C(=O)c2ccccc2S1(=O)=O (stereo unspecified)	-3.7	/	-6.6	-2.5	14.4	3.5	/	1.4	6.2	1.2
O=C(/C=C/c1cccc([N+](=O)[O-])c1)N1CCN(c2ccccc2F)CC1	i	-2.0	-13.3	-5.0	-5.0	-4.8	1.7	3.3	-0.3	/
Cc1cc(=O)n2ccccc2c1C#N	i	0.0	-13.0	-17.4	-217.2	2.1	15.8	2.5	9.8	/
CCc1ccc(-c2nn(-c3ccccc3)cc2C2SCC(=O)N2Cc2ccco2)cc1 (stereo unspecified)	-0.2	4.2	-1.7	3.8	8.9	-3.4	11.9	11.4	2.3	/
Cc1cccc(NC(=O)Nc2ccc3c(c2)CCC3)c1	-1.1	3.8	-11.1	15.3	-6.5	7.9	19.2	0.1	34.9	0.4
N#Cc1ccc(CN2CCN(c3ccc(S(=O)(=O)N4CCCC4)cn3)CC2)cc1	i	/	-1.7	-4.5	23.2	0.5	/	2.1	6.5	1.5
CN(C)S(=O)(=O)c1cccc(NC(=O)COC(=O)c2cn(-c3ccccc3)nc2-c2ccccc2)c1	-0.3	5.7	5.1	10.8	-4.7	-187.0	-6.9	7.7	-13.3	0.9
O=C(O)Cn1c(C(F)(F)F)nc2ccccc21	-0.3	-2.0	3.7	12.6	-9.9	-8.2	7.2	-1.0	7.0	0.4
C/C(=N/NS(=O)(=O)c1ccc(C)cc1)c1ccc(NC(=O)C(F)(F)F)cc1	-0.2	-2.5	/	8.3	10.3	-3.7	2.9	0.1	1.1	0.9

A portion of the library. The share of hits here may be higher or lower than overall.
